Screens: PubChem, National Center for Advancing Translational Sciences (NCATS)
KB-3-1 cytotox = KB-3-1 parental cell cytotoxicity | Potency, µM (highest dose often 46.1 µM), for the others: at the top dose activity change, negative = cytotoxic, actives largely listed as cytotoxic | AID 1347075 | KB-3-1 viability, CellTiter-Glo ATP luminescence, 72 h | hit rate 1.4% among 400,000; also: % is scaled to controls: 0 for no effect and ±100 for the full control effect; nearly all actives have a fitted effect of over 60% in size
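KB-3-1 cells, DMEM (no phenol red) + 10% FBS; compound by pin transfer, 72 h, 37 °C. Readout: CellTiter-Glo luminescence after 10 min. Data normalized, curve-fitted.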
SW480 rereplic = DNA re-replication induction in SW480 cells; SW480 DNA re-replication, Hoechst DNA content imaging, 48 h; Potency, µM (doses to about 46.1 µM), for inactives: at the highest dose re-replication activation, usual class: activators; hit rate 1.8% among 340,000; AID 624297; also: % of control where 0% means no effect; nearly all actives have a fitted effect of over 55% in size
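Hoechst fluorescence of nuclei (405 nm excitation, 500-530 nm emission) measured by plate-scanning imager after 48 hr compound exposure at 37 C; re-replication scored as increased number of nuclei with elevated intensity.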
TDP-43 yeast inh = inhibitors of TDP-43 toxicity in yeast. TDP-43 expressing yeast growth rescue, BacTiter-Glo, 24 h. Potency, µM (doses to about 46.1 µM), for inactives: at the top dose growth rescue (activation), actives largely listed as activators. hit rate 1.8% among 410,000; also: % of control where 0% means no effect; nearly all actives have a fitted effect of over 50% in size
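In this qHTS, compounds that restore growth of yeast expressing TDP-43 appear as activators. Cells (OD600=0.02, galactose medium, raffinose-pregrown) are incubated with compound 24 hr at 30 deg C and growth is quantified by BacTiter-Glo.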
HT1080 IDH1KD tx = toxicity to HT-1080 IDH1 knockdown cells (counter line). HT-1080 IDH1 knockdown viability, ATP luminescence, 48 h. Potency, µM (doses to about 46.1 µM), for the others: at the top dose activity, negative = toxicity, usual class: cytotoxic. hit rate 2% among 360,000;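 also: 0% = DMSO wells and -100% = cell-free medium wells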
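CellTiter-Glo luminescence after 48 h compound exposure at 37 degrees C of IDH1-knockdown HT-1080 cells in 5% FBS RPMI. %Activity scaled between DMSO wells and cell-free media wells, with curves fitted and assigned curve classes.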
KB-V1 MDR tox = kills drug-selected multidrug resistant KB-V1 cells | hit rate 3.4% among 400,000 | KB-V1 MDR cells viability, CellTiter-Glo, 72 h | Potency, µM (highest dose often 46.1 µM), for inactives: at the top dose activity change, negative = cytotoxicity, usual class: cytotoxic; also: % is scaled to controls: 0 for no effect and ±100 for the full control effect; nearly all actives have a fitted effect of over 60% in size
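Potencies derive from concentration-effect curves fitted to normalized luminescence (CellTiter-Glo) of KB-V1 cells treated for 72 h at 37 degrees C in phenol-red-free DMEM containing 10% FBS.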
GLP1R ag = activates the human GLP-1 receptor | HEK293 GLP-1R CRE-luciferase, luminescence, 4-6 h; cells express a hypersensitive GLP-1R form | AID 624172 | hit rate 0.007% among 380,000 | Potency, µM (highest dose often 45.6 µM), without a hit: at the highest dose activation, most hits filed as activators; also: % of control where 0% means no effect
Target sequence (P43220 whole entry, looked up): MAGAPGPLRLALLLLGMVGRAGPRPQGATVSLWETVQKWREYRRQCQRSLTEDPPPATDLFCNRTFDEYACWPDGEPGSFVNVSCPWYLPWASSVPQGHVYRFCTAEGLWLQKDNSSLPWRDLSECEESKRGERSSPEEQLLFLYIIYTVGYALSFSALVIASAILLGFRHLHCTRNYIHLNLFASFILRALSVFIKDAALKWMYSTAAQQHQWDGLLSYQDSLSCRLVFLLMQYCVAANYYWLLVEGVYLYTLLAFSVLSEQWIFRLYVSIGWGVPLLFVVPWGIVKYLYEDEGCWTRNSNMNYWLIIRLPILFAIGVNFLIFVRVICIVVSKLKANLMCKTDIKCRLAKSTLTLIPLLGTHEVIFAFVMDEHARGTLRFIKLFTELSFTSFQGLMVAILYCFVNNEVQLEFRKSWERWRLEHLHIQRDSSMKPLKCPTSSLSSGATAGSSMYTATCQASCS
GLP1R cytotox = cytotoxicity counter-screen for GLP-1 receptor inverse agonists; HEK293 cAMP-luciferase reporter cells, luminescence, 24 h; Potency, µM (top dose mostly 38.3 µM), for inactives: top-dose activity change, negative = inhibition, usual class: inhibitors; hit rate 0.13% among 410,000;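 also: loss of luciferase light is scored as toxicity; % is scaled to controls: 0 for no effect and ±100 for the full control effect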
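Step one: seed cells (200 cells/uL, DMEM with 10% Nu serum, 1% pen-strep). Step two: 12-hour incubation at 37 deg C. Step three: pin 23 nL compound, incubate 24 hr. Step four: add luciferase reagent, read luminescence 12 min later.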
GLP1R inv ag = acts as inverse agonist at human GLP-1 receptor | P43220 | HEK293 GLP-1R CRE-luciferase, luminescence, 24 h; GLP-1R form is constitutively active | Potency, µM (top dose mostly 38.3 µM), for inactives: at the top dose activity change, negative = inhibition, hits mostly inhibitors | hit rate 1.6% among 410,000 | AID 624417; also: % is scaled to controls: 0 for no effect and ±100 for the full control effect; nearly all actives have a fitted effect of over 55% in size
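qHTS in 1536-well format: reporter HEK293 cells expressing constitutive GLP-1R activity in DMEM + 10% Nu serum, 24 hr with compounds at 37 deg C, luminescence read after 12 min with detection reagent.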
HT1080NT lethal = kills 2HG-producing HT-1080-NT fibrosarcoma cells. HT-1080-NT fibrosarcoma viability, CellTiter-Glo ATP luminescence, 48 h. Potency, µM (titrated, usually from 46.1 µM), for the others: top-dose activity, negative = less viability, hits mostly cytotoxic. hit rate 1.6% among 360,000;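 also: NT is the 2HG producing partner of a matched IDH1 knockdown line; 0% = DMSO-treated cells and -100% = media-only wells without cells; nearly all actives have a fitted effect of over 55% in size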
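HT-1080-NT; 750 cells/well; 5% FBS RPMI; 48 h compound, 37 degrees C; CellTiter-Glo luminescence; curve fitting and curve-class assignment.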
* marks the source's active call; other numbers are inactive results; ? = inconclusive; / = not tested or not shown; ! = a repeat was not active; [ ] = remark or other dose. Calls follow the shape of the dose curve; as a rule, active = well fitted curve in the direction sought with a large enough effect; inconclusive = small, poorly fitted or top-dose-only effect, or another doubt; inactive = no such curve, though single readings can be large; an effect the other way counts as inactive or inconclusive. Potency is read from the fitted curve at half-maximal effect.

SMILES	KB-3-1 cytotox	SW480 rereplic	TDP-43 yeast inh	HT1080 IDH1KD tx	KB-V1 MDR tox	GLP1R ag	GLP1R cytotox	GLP1R inv ag	HT1080NT lethal
COC(=O)c1cc(C)nc2c1c(=O)nc(SCc1ccccc1C)n2C1CC1	8%	/	?	/	-10%	/	4%	-6%	/
Cc1ccc(CN(Cc2ccco2)C(=O)COc2cc(C)c(Cl)c(C)c2)cc1	-11%	/	-6%	/	?	/	15%	?	/
OCCN1CCN(Cc2cc(Br)cc(Br)c2O)CC1	-1%	0%	-5%	-28%	?	3%	-13%	0%	4%
CCc1cc(CNC(=O)c2ccc3nc(Cc4ccc(OC)c(OC)c4)oc3c2)on1	?	21%	10%	-8%	?	-6%	-1%	42%[activator]	-5%
CC(=O)c1ccccc1C(=O)N1CCCC(CNC(=O)c2ccc(F)cc2)C1 (stereo not drawn)	1%	/	19%	3%	17%	3%	-11%	16%	8%
Cc1cc(C)n2nc[n+](C)c2n1	4%	0%	11%	8%	14%	0%	13%	12%	4%
S=C(Cc1ccc(-c2ccccc2)cc1)N1CCOCC1	0%	-5%	3%	-1%	-13%	9%	3%	?	9%
O=C(c1ccco1)N1CCN(c2ccc(F)cc2)CC1	11%	-7%	15%	0%	-1%	-5%	-17%	1%	1%
CCCCCN1C(C)=CC(=C(C#N)C#N)C=C1C	6%	-23%	1%	10%	-22%	-6%	10%	5%	11%
Cn1nnnc1NC(=O)c1ccccc1Cl	-3%	-2%	23%	11%	5%	-7%	-9%	27%	1%
Cc1cc(NC(=O)c2cc([N+](=O)[O-])cc([N+](=O)[O-])c2)n(-c2ccccc2)n1	1%	29%	-16%	0%	?	-5%	-19%	17%	1%
CC(=O)c1cccc(NC(=O)c2nc(-c3ccccc3)n(-c3ccccc3)n2)c1	-1%	/	0%	/	5%	/	2%	2%	/
COc1ccc(NC(=O)Cn2c(=O)cnc3ccccc32)cc1S(=O)(=O)N1CCCCC1	1%	-31%[inhibitor]	23%	-1%	2%	1%	16%	63%[activator]	7%
O=C(COc1ccc([N+](=O)[O-])cc1)N1CCc2ccccc2C1	1%	1%	?	-9%	?	1%	-22%	-29%	-18%
Cc1ccc(OCCCCn2nnc3sc4c(c3c2=O)CCCC4)cc1	1%	/	?	/	8%	/	-2%	2%	/
CC(C)Nc1nc(NC(C)C)nc(Oc2ccc(=O)n(C)n2)n1	0%	-2%	-9%	25%	-23%	3%	-2%	-5%	0%
COCCNC(=O)C1CCCN(C(=O)c2ccc(OC)c(F)c2)CC1 (stereo not drawn)	-2%	/	13%	?	-3%	0%	-8%	28%	15%
COc1ccccc1C(=O)NC(=O)COC(=O)c1ccc(NC(=O)CC#N)cc1	-2%	-1%	14%	14%	10%	6%	-2%	6%	0%
O=C(NC1CCCC1)C1CCN(S(=O)(=O)c2ccccc2)CC1	8%	-11%	6%	8%	6%	11%	-8%	15%	4%
COc1ccc(OCc2cc(C(=O)NC(C)c3cnn(C)c3)no2)c(Cl)c1 (stereo not drawn)	5%	2%	?	7%	-23%	14%	-9%	?	1%
CCC(=O)c1ccc(OC(=O)N2CCOCC2)cc1	1%	-15%	13%	9%	4%	-8%	1%	11%	8%
O=C(Cn1nc(Cc2cccnc2)c2ccccc2c1=O)NCc1ccc(F)cc1	28%	-8%	0%	3%	0%	6%	2%	7%	12%
O=C(NN1C(=O)/C(=C/c2cccnc2)SC1=S)C(c1ccccc1)c1ccccc1	?	8%	?	?	-21%	-19%	-15%	-8%	-5%
c1ccc(CSc2nnc(-c3ccco3)o2)cc1	0%	12%	29%	15%	12%	8%	-6%	23%	20%
CCOC(=O)C1(Cc2ccccc2C(F)(F)F)CCN(C2CCC2)CC1	2%	-6%	-11%	-1%	-16%	7%	8%	?	-13%
SMILES	KB-3-1 cytotox	SW480 rereplic	TDP-43 yeast inh	HT1080 IDH1KD tx	KB-V1 MDR tox	GLP1R ag	GLP1R cytotox	GLP1R inv ag	HT1080NT lethal
COc1ccc(S(=O)(=O)Nc2cc(SCC(=O)O)c(O)c3ccccc23)cc1	?	?	?	-6%	?	0%	-14%	?	?
CCCC(=Nc1ccc(N)cc1)C1=C(O)C(C(=O)OC)C(C)(C)CC1=O (stereo not drawn)	-1%	?	-21%	1%	23%	-9%	-7%	10%	2%
CC(=O)C1=C(C)N(Cc2ccccc2)C(=O)N[C@H]1c1cccs1	15%	-2%	-13%	0%	-4%	-3%	6%	6%	12%
CC1O[C@@H](OC2C(COC3OC(CO)C(O)[C@H](O)C3O)OC(OC3CC[C@]4(C)C(CC[C@@]5(C)[C@@H]4CC=C4[C@@H]6CC(C)(C)CC[C@]6(CO)C(O)C[C@]45C)C3(C)C)C(O)C2O)C(O)C(O)C1O (stereo partly drawn)	0%	-25%	6%	10%	0%	8%	6%	1%	5%
COc1ccc(NC(=O)CSCC(=O)Nc2nnc(C3CC3)s2)cc1	13%	-5%	9%	-2%	-2%	-10%	-3%	0%	4%
C=CCOc1ccc(/C=N/NC(=O)CN2CCCCC2)cc1OC	1%	-7%	0%	1%	?	4%	12%	2%	-1%
Cc1ccc(Nc2cc(=O)n(C)c(=O)[nH]2)cc1C	-1%	/	5%	2%	-11%	0%	-11%	8%	-4%
Cc1cc(C)c2c(c1)CC(C)(C)CC2=O	6%	-5%	-11%	-1%	8%	1%	62%	9%	-3%
CN1CCN(C(=O)C2CCCN(S(=O)(=O)c3ccccc3)C2)CC1 (stereo not drawn)	-2%	-16%	-23%	3%	10%	-1%	6%	1%	15%
O=C(CC1S/C(=N/N=C/c2c[nH]c3ccccc23)NC1=O)Nc1ccccc1 (stereo not drawn)	0%	-6%	6%	?	5%	17%	-29%	7%	?
O=C(NCCN1CCOCC1)Nc1ccc(Cl)cc1Cl	1%	?	-11%	5%	-13%	1%	-11%	8%	-5%
CSc1ncccc1C(=O)Nc1nc2ccc(S(C)(=O)=O)cc2s1	2%	-19%[1.84 µM]	/	1%	3%	-4%	-7%	45%[activator]	0%
CC(=O)Oc1cccc(C2C3=C(CC(C)(C)CC3=O)Nc3ccccc3N2C(C)=O)c1 (stereo not drawn)	-4%	2%	0%	1%	1%	0%	-2%	0%	1%
CCOc1cc(NCCN2CCOCC2)c([N+](=O)[O-])cc1OCC	6%	-8%	-16%	10%	?	16%	?	10%	13%
O=C(NN=C1CCCC1)C(=O)Nc1cccc(C(F)(F)F)c1	3%	-8%	2%	-6%[9.24 µM]	1%	-15%	-6%	-4%	-4%
O=C(/C=C/c1ccccc1)NC(=S)Nc1ccccc1	21%	?	10%	1%	?	1%	?	?	-6%
CCOC(=O)Nc1ccc(S(=O)(=O)NCc2ccccc2)cc1	-18%	0%	-3%	-10%	?	22%	0%	-7%	-7%
CCCC1(CCC)C(=O)NC(=NCCc2ccc(OC)c(OC)c2)NC1=O	13%	1%	11%	14%	0%	8%	8%	33%[activator]	18%
COc1ccc(C2CC(=O)N(CC(=O)Nc3ccc(C(C)=O)cc3)c3ccccc3S2)cc1OC (stereo not drawn)	-9%	/	10%	/	?	-1%	-25%	?	/
Cc1ccc(C(=O)O)cc1NC(=S)NCCc1ccccc1	0%	-8%	12%	4%	-5%	-6%	-6%	-3%	9%
COc1ccc(OCC(=O)Nc2cc(C)c(Cl)cc2OC)c([N+](=O)[O-])c1	5%	-1%	-6%	20%	0%	-9%	-23%	1%	24%
Cc1cc(N2CCN(C)CC2)nc2ccc(NC(=O)CCC(=O)NCCc3ccc(Cl)cc3)cc12	11%	9%	1%	27%	?	22%	-8%	-1%	3%
COc1cc(/C=C2\SC(=S)N(c3cccnc3)C2=O)ccc1O	4%	5%	-6%	0%	?	-3%	3%	15%	4%
CC1(C(=O)Nc2ccc3c(c2)OCO3)CCN1C(=O)Cc1ccc(-c2ccccc2)cc1 (stereo not drawn)	12µM*	/	2%	?	3.3µM*	-1%	-8%	?	?
O=C(Nc1cccc([N+](=O)[O-])c1)NC1CCCCCCC1	?	?	19%	?	?	4%	-6%	10µM*	?
SMILES	KB-3-1 cytotox	SW480 rereplic	TDP-43 yeast inh	HT1080 IDH1KD tx	KB-V1 MDR tox	GLP1R ag	GLP1R cytotox	GLP1R inv ag	HT1080NT lethal
O=S(=O)(c1ccc(OCC(O)CN2CCN(c3ccccc3)CC2)cc1)N1CCOCC1 (stereo not drawn)	8%	-4%	-26%	-5%	?	0%	20%	19%	-9%
Cc1cc(S(=O)(=O)N2CCCC2)ccc1OCC(=O)Nc1ccccc1	-2%	3%	-14%	-2%	-23%	-1%	1%	14%	14%
Cc1ccc(C(CNS(=O)(=O)c2ccc([N+](=O)[O-])cc2)N2CCN(C)CC2)cc1 (stereo not drawn)	-2%	-191%[inhibitor]	-22%	-3%	2%	5%	4%	?	-19%
N#Cc1ccsc1NC(=O)COC(=O)c1cc2ccccc2cc1O	10%	0%	0%	?	-9%	17%	18%	-8%	?
COc1ccc(CN([C@H](CO)CC(C)C)S(=O)(=O)N(Cc2ccccc2)[C@H](CO)CC(C)C)cc1	?	-17%	-40%[inhibitor]	6.5µM*	16µM*!	-10%	?	4.5µM*	16µM*
COc1ccc(-c2c(-c3ccccc3)n(C)c3ccccc23)cc1	17%	-5%	15%	19%	15%	-6%	7%	-6%	4%
CCOC(=O)c1nsnc1NCCSC(=N)N	4%	-4%	8%	1%	5%	-4%	7%	12%	3%

Shown with values under each structure: entries from further up
Under each structure – KB-3-1 cytotox	SW480 rereplic	TDP-43 yeast inh	HT1080 IDH1KD tx	KB-V1 MDR tox	GLP1R ag	GLP1R cytotox	GLP1R inv ag	HT1080NT lethal
> Cc1ccc(C(CNS(=O)(=O)c2ccc([N+](=O)[O-])cc2)N2CCN(C)CC2)cc1 (stereo not drawn)
 : -2%	-191%[inhibitor]	-22%	-3%	2%	5%	4%	?	-19%
> N#Cc1ccsc1NC(=O)COC(=O)c1cc2ccccc2cc1O
 : 10%	0%	0%	?	-9%	17%	18%	-8%	?
> COc1ccc(CN([C@H](CO)CC(C)C)S(=O)(=O)N(Cc2ccccc2)[C@H](CO)CC(C)C)cc1
 : ?	-17%	-40%[inhibitor]	6.5µM*	16µM*!	-10%	?	4.5µM*	16µM*
